Source: PubChem
BioA inh – M. tuberculosis BioA enzyme inhibitors, primary screen, biochemical, plate reader, single point, HTS | purified M. tuberculosis BioA enzyme | inhibition, % at 9.99 µM | hit rate 0.096% among 360,000; in the data active = inhibition above about 40%; inconclusive = no clear call, values can overlap the other calls
FadD28 binding – inhibitors of FadD28 bisubstrate probe binding, primary screen, biochemical, fluorescence polarization, single point; hit rate 0.22% among 360,000; inhibition, % at 12.5 µM; Mycobacterium tuberculosis FadD28 fatty-acid-AMP ligase; in the data active = inhibition above about 8.5%, passing the limit was not always enough; inconclusive = no clear call, values can overlap the other calls
Mtb UGM inh – M. tuberculosis UGM enzyme inhibitors, primary screen, biochemical, fluorescence polarization, single point; UDP-galactopyranose mutase (Mycobacterium tuberculosis (strain ATCC 25618 / H37Rv)), …; purified UGM, fluorescence polarization probe displacement; inhibition, % at 10 µM; hit rate 0.06% among 320,000; AID 504406, 2011; in the data active = inhibition above about 10%, passing the limit was not always enough; inconclusive = no clear call, values can overlap the other calls
Target sequence (P9WIQ1 whole entry, looked up): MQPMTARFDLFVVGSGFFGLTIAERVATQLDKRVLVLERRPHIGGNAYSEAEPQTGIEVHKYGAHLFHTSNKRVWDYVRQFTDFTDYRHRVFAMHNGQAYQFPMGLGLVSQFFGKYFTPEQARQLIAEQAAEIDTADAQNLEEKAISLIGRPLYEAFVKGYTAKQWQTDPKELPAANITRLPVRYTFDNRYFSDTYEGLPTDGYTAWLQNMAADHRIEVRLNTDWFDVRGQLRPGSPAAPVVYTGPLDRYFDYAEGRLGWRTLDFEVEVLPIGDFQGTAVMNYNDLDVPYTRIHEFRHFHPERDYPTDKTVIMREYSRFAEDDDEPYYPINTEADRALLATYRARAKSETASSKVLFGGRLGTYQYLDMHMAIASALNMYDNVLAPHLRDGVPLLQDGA
BoNT-F LC inh – BoNT/F light chain protease inhibitors, primary screen, biochemical, flow cytometry, MLPCN library | Botulinum neurotoxin type F light chain protease (Clostridium botulinum) | Multiplex microsphere protease cleavage assay | inhibition, % at 10 µM | hit rate 0.22% among 360,000 | AID 588497, 2011; in the data active = inhibition above about 35%, passing the limit was not always enough; inconclusive = no clear call, values can overlap the other calls; note: plate controls were buffer without enzyme for full effect and enzyme alone for no effect
Rv3671c protease – Rv3671c serine protease inhibitors, primary screen, biochemical, fluorescence polarization, M. tuberculosis H37Rv | AID 2606, 2010 | P9WHR9 | hit rate 0.048% among 320,000 | inhibition, % at 5.96 µM; in the data active = inhibition above about 38%;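 note: extracellular domain of Rv3671c used as enzyme; 0% = enzyme with DMSO and 100% = no enzyme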
Target sequence (P9WHR9 whole entry, looked up, the tested form may be a part): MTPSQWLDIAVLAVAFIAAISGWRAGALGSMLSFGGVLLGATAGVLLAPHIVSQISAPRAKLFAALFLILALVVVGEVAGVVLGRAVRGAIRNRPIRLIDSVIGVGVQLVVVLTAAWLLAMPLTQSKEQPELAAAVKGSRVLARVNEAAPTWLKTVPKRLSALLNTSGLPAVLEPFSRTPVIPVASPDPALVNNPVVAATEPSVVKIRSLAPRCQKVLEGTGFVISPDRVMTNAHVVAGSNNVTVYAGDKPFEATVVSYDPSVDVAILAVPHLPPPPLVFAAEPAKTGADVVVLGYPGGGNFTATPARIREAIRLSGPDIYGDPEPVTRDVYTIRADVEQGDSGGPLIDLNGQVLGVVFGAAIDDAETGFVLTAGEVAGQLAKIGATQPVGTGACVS
FBA Mtb inh – Mtb FBA enzyme inhibitors, primary screen, biochemical, fluorescence, strain H37Rv | hit rate 2.3% among 360,000 | purified M. tuberculosis FBA, fluorescence read-out | inhibition, % at 1 µM | Fructose-bisphosphate aldolase (Mycobacterium tuberculosis (strain ATCC 25618 / H37Rv)), … | AID 588726, 2011; in the data active = inhibition above about 27%;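 note: 0% = vehicle and 100% = reference inhibitor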
PrPC TRFRET – inhibitors of human cell surface prion protein PrPC, primary screen, cell-based, TR-FRET. Major prion protein (Homo sapiens), P04156. TR-FRET read-out. inhibition, % at 13.8 µM. hit rate 0.43% among 370,000; in the data active = inhibition above about 24%; note: 0% = median of the test wells and 100% = reference compound wells
GDH-TPI counter – GDH-TPI coupling enzyme inhibitors, primary screen, artefact control for M. tuberculosis FBA inhibitor project, biochemical, absorbance, full deck; AID 588335, 2011; hit rate 1.2% among 360,000; inhibition, % at 4.8 µM; GDH-TPI coupled enzyme counterscreen, NADH absorbance; in the data active = inhibition above about 30%;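 note: 0% = DMSO wells and 100% = wells lacking the enzyme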
MazEF act – activators of E. coli MazEF toxin-antitoxin RNase, primary screen, biochemical, fluorescence, uHTS; FAM/BHQ RNA-DNA oligo cleavage fluorescence, 5 h; hit rate 0.32% among 350,000; Endoribonuclease toxin MazF (Escherichia coli (strain K12)), P0AE70; activation, % at 20 µM; in the data active = activation above about 50%
Target sequence (P0AE70 whole entry, looked up): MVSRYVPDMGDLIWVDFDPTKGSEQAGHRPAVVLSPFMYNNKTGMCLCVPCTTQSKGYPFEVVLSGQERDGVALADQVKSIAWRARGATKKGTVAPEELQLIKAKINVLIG
Active calls of the source: *; ? = inconclusive; nt = no result given.

SMILES	BioA inh	FadD28 binding	Mtb UGM inh	BoNT-F LC inh	Rv3671c protease	FBA Mtb inh	PrPC TRFRET	GDH-TPI counter	MazEF act
CC(C)Oc1ccc(S(=O)(=O)N2CCOCC2)cc1NC(=O)C1COc2ccccc2O1 (stereo unspecified)	-0.1	-3.1	nt	-8.8	0.9	-2.4	2.7	2.9	1.1
OC(c1ccc(Cl)c(F)c1)c1ncc(-c2ccc(Cl)cc2)[nH]1 (stereo unspecified)	-0.1	-1.6	nt	1.4	nt	-0.9	16.9	8.0	nt
O=[N+]([O-])c1cccc(S(=O)(=O)N2CCN(S(=O)(=O)N3CCCCCC3)CC2)c1	-2.1	0.0	-1.2	-1.1	-1.9	-0.8	1.8	2.5	11.9
Cc1ccccc1C(OCCN(C)C)C1CCCCC1 (stereo unspecified)	nt	-0.7	-0.5	-7.6	-3.8	1.8	4.5	0.0	3.9
Cc1cc(NC(=O)C2CCN(C(=O)c3ccco3)CC2)ccc1Br	nt	-3.6	1.3	3.9	4.3	0.9	8.5	-1.4	-5.2
c1ccc2c(-c3ccc4nncn4c3)cncc2c1	1.2	-1.7	nt	5.2	nt	1.5	-2.6	-3.0	nt
O=C1C=C(O)C(n2cncn2)C(c2ccc3c(c2)OCO3)C1 (stereo unspecified)	nt	0.0	4.7	-3.5	0.8	-1.6	-1.2	-1.2	-2.2
C=CCN(CC=C)C(=O)CN1C(=O)NC(Cc2c[nH]c3ccccc23)C1=O (stereo unspecified)	nt	-0.9	-0.9	-13.4	10.0	2.4	0.7	0.3	2.5
CC(=O)Nc1ccc(C(=O)COC(=O)C2CC2)c(F)c1	-1.5	-2.3	nt	nt	nt	0.7	-4.0	6.7	-4.4
COc1ccc(C)cc1-n1nnnc1SCc1cn2ccsc2n1	6.0	-0.9	-0.6	5.3	2.7	-0.6	4.6	-2.8	-1.7
Cc1cccc(Cc2ncc(C(F)(F)F)cc2Cl)c1	3.4	-0.9	2.2	-9.5	-0.8	0.2	2.1	0.0	6.5
COC(=O)c1cc(=O)nc(NNC(C)=O)s1	nt	0.0	nt	-3.4	nt	0.7	-9.0	nt	nt
CC(C)n1c(SCC(=O)N2CCCCC2)nc2c1c(=O)n(C)c(=O)n2C	nt	nt	5.5	14.8	2.2	1.5	9.1	-1.5	7.9
O=C1CC/C=C\C[C@@H](CC(=O)N(CCO)Cc2ccccc2)C(=O)N2CCC[C@H]2CO1	-1.7	-1.7	4.2	11.7	-5.7	0.6	-0.6	5.8	3.1
CCN/C=C(\C#N)S(=O)(=O)c1ccc(Br)cc1	nt	-3.5	-2.6	-0.8	4.9	0.6	2.1	-11.2	3.7
Cc1ccc(NC(=O)c2c(C)noc2C)cc1	nt	-1.8	2.7	-1.0	1.6	5.5	5.3	2.7	8.5
CCOC(=O)c1ccc(NC(=O)c2cc(S(=O)(=O)N3CCOCC3)cn2C)cc1	-3.7	0.5	-3.4	1.8	5.2	3.0	8.2	0.0	5.3
Cc1cc(NC(=O)c2cc(-c3ccc(O)cc3)on2)no1	-0.9	-3.3	3.1	-5.0	-11.4	-1.6	-3.2	15.0	6.5
Oc1ccccc1-c1nc(N2CCCC2)c2ccccc2n1	-1.4	-0.5	-0.3	3.1	-27.6	1.3	-5.2	9.9	-5.0
Nc1ccc(S(=O)(=O)Nc2ccc(C(=O)c3ccccc3)cc2)cc1	-1.7	-0.9	1.5	-1.6	-1.0	-0.9	0.7	15.4	-6.1
NC(=O)CC(NC(=O)Cc1ccc(Br)cc1)c1ccc(NCc2ccc(F)cc2)c([N+](=O)[O-])c1 (stereo unspecified)	4.6	-3.0	2.7	-1.4	-36.4	-4.3	-6.6	4.2	45.8
CCOC(=O)N1CCC(N(CCCOC)C(=O)Nc2ccc(CC)cc2)CC1	-0.6	-1.9	1.3	-9.2	-0.3	2.5	-4.0	10.8	-1.3
CCCC(=O)c1ccc(N2CCCCC2)c(F)c1	nt	-1.6	-0.2	-3.3	0.2	-0.4	8.2	6.6	6.5
COc1cccc(-n2c(Cc3cc(=O)[nH]c(=O)[nH]3)nnc2SCC(=O)NC2CCCCC2)c1	-2.8	-2.0	1.0	-0.6	1.3	0.6	-7.1	0.0	5.3
CCc1ccc(OCc2ccc(C(=O)OC)o2)cc1	-1.0	-1.8	-0.1	13.8	-0.7	2.7	-8.4	-0.7	-17.1
Nc1c(C2=NCCO2)nnn1Cc1ccccc1	-0.7	-1.1	1.1	-9.3	-7.7	-0.8	2.2	5.7	6.7
CCn1cc(CN2CCC(C(=O)Nc3cccc(-c4cccc(OC)c4)c3)CC2)c(C)n1	0.2	-0.9	1.9	-0.1	2.4	0.1	-12.9	3.7	-4.4
COc1ccc(N(CC(=O)N2CCN(c3ccccc3F)CC2)S(=O)(=O)c2c(C)n[nH]c2C)cc1	2.5	-1.2	-3.8	-9.2	1.3	1.5	2.6	4.1	4.9
Cc1ccc(C(=O)N/C(=C\c2cccnc2)C(=O)N2CCCC2)cc1	nt	-2.8	-0.1	10.3	-2.4	1.9	7.6	6.0	-6.0
O=C(Nc1cc(S(=O)(=O)Nc2ccccc2Cl)ccc1O)c1ccc(F)cc1F	-0.7	0.7	-2.4	-3.6	0.8	0.6	-0.5	12.8	3.8

Whole records as entered above. Order of values: BioA inh	FadD28 binding	Mtb UGM inh	BoNT-F LC inh	Rv3671c protease	FBA Mtb inh	PrPC TRFRET	GDH-TPI counter	MazEF act
Entry for CC(=O)Nc1ccc(C(=O)COC(=O)C2CC2)c(F)c1 : -1.5	-2.3	nt	nt	nt	0.7	-4.0	6.7	-4.4
Entry for O=C1C=C(O)C(n2cncn2)C(c2ccc3c(c2)OCO3)C1 (stereo unspecified) : nt	0.0	4.7	-3.5	0.8	-1.6	-1.2	-1.2	-2.2

Remaining list, next part:
SMILES	BioA inh	FadD28 binding	Mtb UGM inh	BoNT-F LC inh	Rv3671c protease	FBA Mtb inh	PrPC TRFRET	GDH-TPI counter	MazEF act
Cn1cc(S(=O)(=O)Oc2ccccc2)c(=O)n(C)c1=O	nt	-1.1	-1.3	-2.3	5.8	2.6	-1.7	7.6	11.4
Fc1cccc(CNc2ncnc3cc(Cl)ccc23)c1F	2.8	-4.2	0.3	-16.5	5.5	-1.9	19.4	-2.1	5.5
OCC[C@H]1C[C@@H](O)[C@H](O)[C@@]2(OCc3ccccc32)O1	-0.2	1.3	-3.4	-1.6	0.6	-0.5	-0.9	2.5	2.4
CCCCCCCCNc1nc(Cl)nc(NCCN2CCOCC2)n1	-2.5	0.7	1.2	0.9	1.6	1.3	-1.5	-2.6	4.7
CC(=O)c1cccc(NC(=S)NNC(=O)c2ccc(C)c([N+](=O)[O-])c2)c1	4.3	-1.5	0.9	1.2	0.7	-0.3	1.4	15.7	-29.1
CC(=O)c1ccc(NC(=O)CSc2nc(=O)n3cccc(C)c3n2)cc1	-0.6	-2.7	-1.4	9.4	-0.9	-1.5	6.6	9.8	-2.9
COc1ccccc1NC(=O)CSc1ncn[nH]1	-0.8	0.5	1.8	-11.5	-4.3	0.5	-4.5	1.2	8.0
Cc1nc2ccc([N+](=O)[O-])cc2nc1C	nt	-3.2	-0.6	-6.7	10.5	2.9	-40.9	1.9	4.7
COc1ccc2[nH]cc(C(=O)NCCc3ccccc3)c(=O)c2c1	-0.1	-0.6	0.9	nt	-4.1	1.0	4.8	13.7	8.5
O=C(Oc1ccc2cccc(OC(=O)N3CCOCC3)c2c1)N1CCOCC1	-1.6	1.9	2.0	-26.5	-10.9	0.5	0.7	-2.7	-6.9
CCCCNC(=O)Nc1nc2ccccc2s1	nt	-5.8	-2.9	-1.0	-1.5	-0.1	-6.2	-6.0	5.0
CCn1c(SCC(=O)Nc2cc(C)on2)nnc1-c1ccc(C)cc1	2.7	-3.1	1.3	0.5	2.2	0.1	4.0	-0.8	3.4
CN(C)c1cccc(C(=O)OCC(=O)NC2CCCC2)c1	-0.4	0.1	1.5	3.0	-2.9	4.0	-0.4	1.4	3.4
COc1ccc2sc(-c3ccccc3OC)c(-c3ccc(OC)nc3)c2c1	-2.0	-1.0	0.9	-13.9	-6.5	0.3	8.1	6.8	-4.8
CCC(C)n1nccc1NC(=O)C(C)Cl (stereo unspecified)	nt	-4.8	1.3	-3.1	-6.7	-0.5	1.3	6.2	6.6
N#CC1=C(N)Oc2n[nH]c(-c3ccccc3)c2C12C(=O)Nc1ccccc12 (stereo unspecified)	0.5	1.7	1.4	5.5	-8.2	-1.2	-5.8	8.9	8.5
O=C(/C=C/c1ccc(F)cc1)Nc1cccc(S(=O)(=O)N2CCOCC2)c1	-1.8	-4.8	4.0	-8.0	-16.1	-2.5	2.2	6.1	5.3
CCCCN1C(=O)C(NC(C)=O)c2ccccc21 (stereo unspecified)	0.8	-0.7	-0.4	-0.1	0.6	2.1	2.4	11.5	7.1
COc1ccc(S(=O)(=O)Nc2c(F)cccc2F)cc1	1.1	0.3	4.4	-8.9	-3.2	0.8	8.2	7.5	10.9
O=C(NCc1ccco1)c1cccs1	-0.5	-1.2	-1.5	-3.3	0.2	-0.5	-2.7	9.2	6.0

At a glance, some entries already given:
SMILES	BioA inh	FadD28 binding	Mtb UGM inh	BoNT-F LC inh	Rv3671c protease	FBA Mtb inh	PrPC TRFRET	GDH-TPI counter	MazEF act
CCCCNC(=O)Nc1nc2ccccc2s1	nt	-5.8	-2.9	-1.0	-1.5	-0.1	-6.2	-6.0	5.0
CCn1c(SCC(=O)Nc2cc(C)on2)nnc1-c1ccc(C)cc1	2.7	-3.1	1.3	0.5	2.2	0.1	4.0	-0.8	3.4
CN(C)c1cccc(C(=O)OCC(=O)NC2CCCC2)c1	-0.4	0.1	1.5	3.0	-2.9	4.0	-0.4	1.4	3.4

Continued:
SMILES	BioA inh	FadD28 binding	Mtb UGM inh	BoNT-F LC inh	Rv3671c protease	FBA Mtb inh	PrPC TRFRET	GDH-TPI counter	MazEF act
COc1ccc(-c2noc3c2-c2nc(-c4ccc(C)cc4)sc2CC3)cc1	0.1	-4.4	3.0	-7.6	-5.8	0.1	6.3	1.7	-10.0
Nc1nc(N)c(N=Nc2ccc(S(N)(=O)=O)cc2)c(=O)[nH]1	-0.2	2.4	-0.4	13.9	7.4	-5.1	2.2	19.1	7.6
Cc1ccc(S(=O)(=O)N2CCC(C(=O)N3CCC(C(=O)NCc4cccnc4)CC3)CC2)cc1	0.9	-0.9	-0.7	-12.7	-2.1	-2.7	-1.3	9.6	14.0
O=C(c1ccco1)N1CCN=C1SCc1ccccc1Cl	0.0	-3.5	-1.3	2.5	3.9	-0.2	0.9	1.4	6.3
C=CCc1c(C)nc(-c2ccccc2)nc1Nc1ccccc1O	nt	-1.3	-0.9	4.1	-12.3	-0.7	1.7	2.0	10.7
Oc1ccccc1-c1nc2ccccc2nc1-c1ccccc1	1.9	-1.5	-0.9	1.3	-9.8	1.9	1.3	18.8	3.4
CN(C)CCCN(C(=O)CCc1ccccc1)c1nc2c(F)cccc2s1	0.5	-5.8	-0.9	-0.7	0.4	1.1	3.6	-7.8	6.0
Cc1cc(NC(=O)COC(=O)C2CC(=O)N(c3ccccc3Cl)C2)no1 (stereo unspecified)	nt	1.1	0.7	11.4	-0.2	1.0	-2.5	5.2	-27.0
COc1cccc(C(=O)Nc2cc(NC(=O)c3cccs3)ccc2C)c1OC	5.0	-2.0	1.0	?	-12.3	0.9	1.9	-12.7	10.8
Nn1cc(-c2ccccc2)nc1SCC(=O)Nc1ccc(S(N)(=O)=O)cc1	1.7	-5.0	-1.9	-6.9	11.1	-3.1	0.2	-15.2	-29.0
COc1cccc(N2CCN(C(=S)Nc3cccc(C)c3)CC2)c1	-1.8	-0.2	0.7	-1.8	12.0	-2.8	-2.1	17.3	5.3
